KOR beta-arrestin-1 = KOR agonists, beta-arrestin recruitment, primary screen, cell-based, luminescence, uHTS (AID 1777); Kappa-type opioid receptor (Homo sapiens); activation, % at 10 µM; hits with a dose series show EC50 in µM; 280,000 tested, 0.02% active; KOR beta-arrestin recruitment, luminescence; higher % means a stronger effect; in the data active = activation above about 50%, passing the limit was not always enough; note: a part of the inactive calls stands beside numbers as strong as those of hits
HEK293 NOD2/NF-kB = NOD2 signaling inhibitors, cell-based, luminescence, uHTS, HEK293 (AID 1566); inhibition, % at 4 µM; hits with a dose series show EC50 in µM; 290,000 tested, 0.63% active; HEK293 NOD2/NF-kB luciferase reporter, luminescence; higher % means a stronger effect; note: many of its hits are not listed in these tables
M1AAP inhibition = P. falciparum M1AAP inhibitors, biochemical, fluorogenic H-Leu-NHMec substrate, 1536-well (AID 1445). one-dose inhibition, % at 30 µM; IC50 in µM for titrated hits. recombinant M1AAP, H-Leu-NHMec fluorogenic kinetic assay; higher % means a stronger effect. 220,000 tested, 0.42% active;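 active = primary inhibition above the hit cutoff, then over 50% inhibition at one or more dose response concentrations, cut at about 23% in these data, passing the limit was not always enough; inconclusive = conflicting primary data, or primary hits not chosen for dose response; inactive = low primary inhibition, or under 50% at every dose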;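 note: plate controls were DMSO full reaction for no effect and no enzyme background for full effect; strong numbers were not always called active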
GPR55 beta-arrestin = GPR55 agonists via beta-arrestin recruitment, primary screen, imaging, U2OS cells, beta-arrestin-GFP redistribution (AID 1961); G-protein coupled receptor 55 (Homo sapiens); activation, % at 10 µM; hits with a dose series show EC50 in µM; U2OS GPR55 beta-arrestin-GFP redistribution imaging; higher % means a stronger effect; 290,000 tested, 0.048% active;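 active = activation above 40% with more than 50 cells counted in the well; inconclusive = wells holding fewer than 50 cells, flagged as toxic or sparse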;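 note: U2OS osteosarcoma cells stably expressing GPR55 and beta-arrestin-GFP; plate controls were DMSO negative control for no effect and LPI positive control for full effect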
AID2073 = inhibitors of Mint1-CaV2.2 protein interaction, biochemical, HTRF (AID 2073); HTRF protein-protein interaction, Mint1-CaV2.2; higher % means a stronger effect; inhibition, % at 20 µM, or IC50 in µM where a hit was titrated; 290,000 tested, 0.19% active; in the data active = inhibition mostly above about 51%, no sharp cut-off; inconclusive = no clear call, values can overlap the other calls; inactive = mostly below about 53%; note: some results filed as inactive read as strong as hits
NOD1 NF-kB reporter = NOD1 signaling inhibitors, primary screen, cell-based, luminescence, uHTS (AID 1578); NOD1-driven NF-kB luciferase reporter cells, luminescence; higher % means a stronger effect; inhibition, % at 4 µM, or EC50 in µM where a hit was titrated; 290,000 tested, 1% active; in the data active = inhibition mostly above about 36%, no sharp cut-off; inactive = mostly below about 34%;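 note: HEK-293T reporter cells stimulated with the NOD1 agonist gamma-tri-DAP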
KOR beta-arrestin-2 = KOR antagonists, beta-arrestin recruitment, cell-based, luminescence, uHTS (AID 1778); one-dose inhibition, % at 10 µM; IC50 in µM for titrated hits; 290,000 tested, 0.091% active; KOR beta-arrestin recruitment, luminescence, antagonist mode; higher % means a stronger effect; Kappa-type opioid receptor (Homo sapiens); note: strong numbers were not always called active
M17LAP inhibition = P. falciparum M17LAP inhibitors, primary screen, biochemical, fluorogenic H-Leu-NHMec substrate, 1536-well (AID 1619); recombinant M17LAP, H-Leu-NHMec fluorogenic kinetic assay; higher % means a stronger effect; inhibition, % at 30 µM; hits with a dose series show IC50 in µM; 220,000 tested, 0.38% active;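 active = compound inhibiting the enzyme by more than half at any dose during confirmatory dose-response retesting; inconclusive = strong single-dose inhibitors picked by rank but not retested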;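 note: plate controls were full reaction with DMSO carrier for no effect and no enzyme background for full effect; strong numbers were not always called active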
Dynein transport = inhibitors of GR-EGFP nuclear translocation, primary screen, dynein cargo transport inhibitor project, imaging, high-content, 3617.4 mouse cells; test concentration mostly 20 µM; stimulated with dexamethasone, 1 µM; stronger effect = lower value; z-score, hits read low; 220,000 tested, 0.47% active; AID 1381, 2008;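 active = plate z-score of nuclear minus cytoplasmic receptor signal below a set negative limit, without overly bright fluorescence or cell loss, cut at about -3.5 in these data, passing the limit was not always enough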;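 note: z-score of nuclear minus cytoplasmic ring GR-EGFP intensity difference per well; some compounds called inactive have numbers as strong as hits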
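Schedule: 48 h induction, then 1 h compound, then 30 min agonist, 37 °C. Buffer or medium: tetracycline-free induction medium containing charcoal-stripped FBS. Reagent: 1.0 µM final dexamethasone stimulus. Evaluation: nuclear versus cytoplasmic GR-EGFP signal, averaged per well. Signal: high-content fluorescence imaging after fixation.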
Dynein transport cytoplasmic EGFP = recorded beside Dynein transport, whose call it bears; z-score; measured here: cytoplasmic GR-EGFP intensity; stronger effect = higher value
Dynein transport nuclear GR-EGFP = second read-out of Dynein transport, no call of its own (marks repeat the call); z-score; measured here: nuclear GR-EGFP intensity;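 lower value marks the stronger effect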
Dynein transport cell count = also measured in Dynein transport; calls as there; z-score; measured here: cell count per field
* hit, by the source's call; ? = inconclusive; / = not tested or not shown; [ ] = dose if it differs, or a comment. Cut-off read from the data, not from the text of the source, unless noted: active = inhibition above about 50%; inactive = the rest. An excerpt. The share of hits here may be higher or lower than overall.

SMILES	KOR beta-arrestin-1	HEK293 NOD2/NF-kB	M1AAP inhibition	GPR55 beta-arrestin	AID2073	NOD1 NF-kB reporter	KOR beta-arrestin-2	M17LAP inhibition	Dynein transport	Dynein transport cytoplasmic EGFP	Dynein transport nuclear GR-EGFP	Dynein transport cell count
COc1cc(C(=O)N/N=C(\Cc2ncc[nH]2)c2ccccc2)cc(OC)c1OC	5.7%	-23.0%	6.2%	0.9%	1.2%	-12.4%	7.3%	-2.8%	-0.582	-0.303	-0.147	0.691
COC(=O)CNC(c1ccccc1)c1cc(Br)ccc1NC(=O)OCc1ccccc1 (centres undefined)	3.8%	4.5%	1.8%	-0.1%	-13.8%	/	-30.9%	14.7%	-0.114	-0.201	-0.341	-0.061
C#CCOCCOCCOCCNc1nc(N2CCN(C(=O)[C@H](Cc3ccc(O)cc3)n3cc(CCO)nn3)CC2)nc(N2CCN(C(=O)[C@H](Cc3ccc(O)cc3)n3cc(CCO)nn3)CC2)n1	1.7%	-9.8%	3.8%	-0.3%	8.9%	-38.4%	-27.7%	-0.8%	-0.896	-0.133	-0.0133	0.685
CCn1c(COc2ccccc2OC)nnc1SCC(=O)NC1CCCC1	-0.8%	12.5%	/	0.8%	6.3%	12.7%	-11.2%	/	/	/	/	/
O=S(=O)(NCC1CCCO1)c1cc(Cl)ccc1Br (centres undefined)	-2.5%	3.6%	0.5%	-0.1%	-4.5%	-15.0%	34.7%	8.6%	-0.244	-0.216	0.0769	0.436
C[N+](C)(C)CCOc1ccc([N+](=O)[O-])cc1	-2.1%	14.8%	3.9%	0.5%	-1.0%	-12.2%	1.7%	3.9%	1.01	-0.173	0.66	-0.798
Cc1ccccc1-n1nc2c(c1NC(=O)c1cccc(F)c1)CS(=O)C2 (centres undefined)	11.7%	-8.0%	-3.0%	-0.2%	-3.2%	-7.0%	-10.9%	-1.0%	0.0229	0.076	0.355	-0.128
COC(=O)C1=C(C)N=C2SCCC(=O)N2C1c1ccc(OC(=O)c2ccco2)cc1 (centres undefined)	3.3%	1.2%	-5.7%	-0.4%	15.8%	-11.9%	-30.6%	-9.1%	-0.795	-0.263	-0.632	1.13
COC(=O)c1ccc(OC(=O)c2ccccc2F)cc1	-1.1%	11.9%	-0.4%	-0.2%	-13.0%	-7.0%	4.3%	8.2%	-0.367	-0.267	-0.29	0.643
Cc1ccc(NC(=O)c2ccc3c(c2)nnn3C)cc1	5.4%	-10.8%	-0.6%	0.1%	10.6%	-14.8%	-2.3%	-8.6%	-0.105	-0.156	-0.414	-0.0124
COc1ccc(N2CCN(c3cc(C)c4ccccc4n3)CC2)cc1	-3.0%	8.6%	4.3%	0.5%	-4.5%	-37.6%	12.3%	0.3%	-0.259	-0.245	-0.22	0.197
O=C(CSc1nc(-c2ccccc2)c(-c2ccccc2)[nH]1)NCc1ccco1	1.6%	-17.5%	-1.6%	-0.1%	2.4%	15.3%	2.7%	10.8%	0.618	-0.164	0.412	0.169
O=C(NC(=S)NNS(=O)(=O)c1ccccc1)c1cccnc1	-2.3%	7.8%	-3.0%	0.3%	4.1%	-42.8%	-4.6%	43.9µM*	0.661	-0.28	0.485	0.537
O=S(=O)(c1ccc(NC(=S)NN=C(Cc2ccccc2)Cc2ccccc2)cc1)N1CCOCC1	3.0%	14.1%	5.2%	1.2%	16.6%	-25.2%	-1.3%[20 µM]	-2.4%	-0.887	-0.241	-0.368	1.41
CCCCCn1c(N)c(-c2nc3ccccc3o2)c2c([N+](=O)[O-])nn(CC)c(=O)c21	-4.1%	-2.9%	-6.3%	0.3%	16.0%	-18.2%	13.4%	-6.1%	1	-0.174	0.521	-0.634
CC(C)(C)n1nc(-c2ccc(Cl)cc2)c2c(N)ncnc21	2.7%	-54.2%	-0.9%	0.5%	-7.1%	54.6%	-10.1%	-9.1%	0.0879	0.0189	0.413	-0.311
CSCC[C@H](NC(=O)[C@@H]1Cc2ccccc2CN1)C(=O)NC[C@H]1CC[C@H](C(=O)O)CC1	-2.6%	11.1%	/	-0.2%	7.4%	-14.9%	39.8%	/	/	/	/	/
CCOC(=O)c1ccc(N=Cc2nc3ccccc3n2C)cc1	10.4%	-6.8%	3.9%	-0.1%	4.1%	8.0%	-1.7%	-2.9%	0.249	-0.227	0.381	0.698
CC(=O)N1CCc2cc(S(=O)(=O)CCC(=O)NCc3ccc(Cl)cc3)ccc21	3.6%	41.4%	/	0.3%	17.4%	-12.7%	-31.0%	/	/	/	/	/
CCC(CC)C(=O)Nc1cccc(C(=O)Nc2nccs2)c1	-0.1%	11.5%	6.4%	0.1%	-1.9%	-16.8%	-18.6%	-12.6%	-0.249	-0.0873	-0.234	0.0577
CC(=O)Nc1ccc(Sc2ccccc2C(=O)O)c(C(=O)O)c1	6.6%	-7.1%	3.7%	0.4%	-14.8%	3.6%	-28.6%	11.4%	0.328	-0.225	0.0397	-0.365
CCn1c(SCC(=O)NCC2CCCO2)nnc1-c1c[nH]c2ccccc12 (centres undefined)	5.4%	-3.6%	2.2%	0.2%	0.6%	-0.4%	11.5%	-4.9%	0.176	-0.226	0.508	-0.261
COc1cccc(C(=O)N2CCN(S(C)(=O)=O)CC2)c1	-7.3%	10.5%	1.0%	-0.1%	15.4%	-8.0%	21.1%	1.1%	1.09	0.0474	0.411	-1.01
CCCCc1nc(SCC(=O)Nc2nnc(C(C)C)s2)n[nH]1	1.6%	8.0%	/	0.5%	11.7%	-4.2%	5.1%	/	/	/	/	/
O=C(C1CC(c2ccc(F)cc2)=NO1)N1CCCCC1 (centres undefined)	-4.5%	-33.2%	4.2%	0.3%	17.6%	-54.0%	5.8%	4.6%	0.0437	-0.236	0.701	-0.407

In another format: 2 of the compounds above.
compound: Cc1ccc(NC(=O)c2ccc3c(c2)nnn3C)cc1
  KOR beta-arrestin-1: 5.4%
  HEK293 NOD2/NF-kB: -10.8%
  M1AAP inhibition: -0.6%
  GPR55 beta-arrestin: 0.1%
  AID2073: 10.6%
  NOD1 NF-kB reporter: -14.8%
  KOR beta-arrestin-2: -2.3%
  M17LAP inhibition: -8.6%
  Dynein transport: -0.105
  Dynein transport cytoplasmic EGFP: -0.156
  Dynein transport nuclear GR-EGFP: -0.414
  Dynein transport cell count: -0.0124
compound: COC(=O)C1=C(C)N=C2SCCC(=O)N2C1c1ccc(OC(=O)c2ccco2)cc1 (centres undefined)
  KOR beta-arrestin-1: 3.3%
  HEK293 NOD2/NF-kB: 1.2%
  M1AAP inhibition: -5.7%
  GPR55 beta-arrestin: -0.4%
  AID2073: 15.8%
  NOD1 NF-kB reporter: -11.9%
  KOR beta-arrestin-2: -30.6%
  M17LAP inhibition: -9.1%
  Dynein transport: -0.795
  Dynein transport cytoplasmic EGFP: -0.263
  Dynein transport nuclear GR-EGFP: -0.632
  Dynein transport cell count: 1.13

Other entries:
SMILES	KOR beta-arrestin-1	HEK293 NOD2/NF-kB	M1AAP inhibition	GPR55 beta-arrestin	AID2073	NOD1 NF-kB reporter	KOR beta-arrestin-2	M17LAP inhibition	Dynein transport	Dynein transport cytoplasmic EGFP	Dynein transport nuclear GR-EGFP	Dynein transport cell count
CC(C)(C)OC(=O)N1CCC[C@H]1C(=O)NCc1ccc(Cl)cc1Cl	-1.5%	5.5%	3.4%	1.8%	5.8%	-24.7%	0.4%	-1.1%	-0.345	-0.349	-0.159	0.268
Cc1ccc2c(c1)c(C)c(C)n2CC(O)CN1CCCCC1C (centres undefined)	-0.7%	2.4%	2.3%	0.2%	8.4%	-7.3%	-9.1%	-6.5%	-1.26	-0.194	-0.617	0.805
COc1ccc2c(c1)c(C(=O)CN1CCN(C(=O)c3ccco3)CC1)c(C)n2C	-3.9%	9.8%	4.9%	-0.2%	-7.8%	-5.8%	19.3%	11.2%	-0.192	-0.133	0.0108	0.882
CC1=C(C(=O)Nc2ccccc2C)C(c2cccs2)NC(=S)N1 (centres undefined)	2.2%	10.3%	2.5%	0.2%	-7.3%	-12.1%	3.0%	21.0%	0.00908	-0.233	-0.022	0.199
O=C(COC(=O)c1cc(-c2ccccc2)nc2ccccc12)NCC1CCCO1 (centres undefined)	0.0%	9.4%	3.0%	-0.3%	-5.9%	-22.7%	-13.2%	-1.1%	0.481	0.109	-0.278	0.97
COc1ccc(C(=O)/C=C/c2ccc(OC)c(COc3ccc(F)cc3)c2)cc1	2.6%	-7.8%	0.8%	0.2%	10.6%	3.3%	5.0%	6.3%	-1.02	-0.192	-0.507	0.609
COc1ccc(C(=O)/C=C/c2ccc(OC)c(Cn3nnc4ccccc43)c2)cc1	0.0%	3.5%	12.5%	0.1%	?	60.5%	20.4%	4.4%	-1.61	0.0756	-0.995	0.539
O=C(O)c1cc(N/N=C/c2ccc(-c3ccccc3)cc2)ccc1Cl	3.0%	-173.6%	/	0.3%	8.6%	-12.5%	-22.8%	/	/	/	/	/
CSc1nsc(SCC(=O)Nc2ccc(C(N)=O)cc2)n1	-4.2%	1.9%	/	-0.2%	-5.2%	-45.9%	10.4%	/	/	/	/	/
Cc1ccccc1OCC(=O)NNC(=O)CCc1ccccc1	/	8.3%	8.7%	0.4%	2.8%	-26.3%	-4.2%[20 µM]	11.2%	-0.752	-0.316	-0.243	0.618
C[C@H](NC(=O)Nc1ccc2c(c1)OCCO2)C(=O)O	4.7%	14.2%	-1.0%	0.3%	25.3%	-18.5%	-9.9%	12.4%	0.313	-0.147	0.465	-1.18
CCN=C1SC(CC(=O)NC2CCCCC2)C(=O)N1CC (centres undefined)	-4.2%	12.4%	7.5%	0.0%	8.8%	-9.3%	-2.7%	0.8%	-0.76	-0.257	-0.356	0.101
O=C(O)COc1ccc2occ(C(=O)c3ccccc3)c2c1	-1.9%	-2.2%	5.3%	-0.1%	4.6%	/	-22.6%	-1.1%	0.792	-0.28	0.677	0.927
Cc1ccc(-c2c3c(=O)n(C)c(=O)n(C)c3cn2-c2ccccc2O)cc1	-5.6%	2.8%	?	0.1%	-10.4%	-17.7%	-33.0%	12.9%	0.392	-0.22	0.498	-0.0825

Source: PubChem BioAssay
